CXXC DNA block = inhibitors of human MLL CXXC domain-DNA interaction. Q03164. MLL-CXXC / FITC-HOXA9 DNA fluorescence polarization. Potency, µM (highest dose often 115 µM), without a hit: top-dose activity change, negative = inhibition, most hits filed as inhibitors. 290,000 tested, 0.037% active. AID 2662; active = well fitted inhibition curve with a large enough effect in the polarisation, with a control signal flat, not every such curve was filed as active; inconclusive = small, poorly fitted or top-dose-only effect, or effect the other way, or a change in a side signal; inactive = no such curve, though single readings can be large or run the other way; the % refers to the polarisation; also: potency is read from the fitted curve at half-maximal effect
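Fluorescence polarization: 7 uM MLL-CXXC (stock) preincubated 5 min with compounds, then 50 nM fluorescein-HOX-A9 DNA (stock) added; 30 min ambient. Buffer 50 mM Tris-HCl pH 7.5, 50 mM NaCl, 1 mM DTT, 0.05% BSA.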
PTAP TSG101 blk = blocks PTAP/TSG101 interaction to inhibit HIV-1 budding | Q99816 | AID 493005 | 340,000 tested, under 10 active | Potency, µM (titrated, usually from 115 µM), for the others: at the top dose activity change, negative = inhibition, usual class: inhibitors | Fluorescence polarization, FITC-PTAP peptide / Tsg101 binding; active = well fitted inhibition curve with a large enough effect in the main read-out, with a control signal flat, not every such curve was filed as active; inconclusive = small, poorly fitted or top-dose-only effect, or effect the other way, or a change in a side signal; inactive = no such curve, though single readings can be large or run the other way; also: potency is read from the fitted curve at half-maximal effect; % of control where 0% means no effect
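Compounds were pin-transferred onto Tsg101 binding domain (10 uM final) in HEPES pH 7.5 buffer, then FITC-PTAP peptide was added at 50 nM final. After 20 min at RT, polarization reported peptide displacement across a qHTS concentration series.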
ELG1 DNA repair = inhibitors of ELG1-dependent DNA repair in HEK293T cells. HEK293T ELG1-luciferase reporter, luminescence, 16 h; DNA damage induced by 5-fluorouridine. Potency, µM (series often up to 46.1 µM), inactives show top-dose activity change, negative = inhibition, actives largely listed as inhibitors. 330,000 tested, 2.3% active. AID 504467; also: potency is read from the fitted curve at half-maximal effect; % is scaled to controls: 0 for no effect and ±100 for the full control effect; nearly all actives have a fitted effect of over 55% in size
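Cells (2,000 per well) received 5-fluorouridine plus test compound or DMSO and were incubated 16 hr at 37 °C, 5% CO2. Luciferase activity was read by luminescence 30 min after ONE-Glo addition; signal suppression marked inhibition of damage-induced ELG1 function.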
Integrin act MD = activates integrin-mediated alleviation for muscular dystrophy; AID 624291; Potency, µM (top dose mostly 38.3 µM), for the others: at the highest dose activation, hits mostly activators; 350,000 tested, 0.064% active; alpha7betagal myoblasts, beta-gal FDG fluorescence, 48 h;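 also: potency is read from the fitted curve at half-maximal effect; 100% = response of the positive control SU9516; nearly all actives have a fitted effect of over 60% in size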
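alpha7betagal+/- myoblasts (passage 13, 250/well) treated 48 h at 37C with compounds at 1:260 dilution of DMSO stock. Lysed, then beta-galactosidase activity read as FDG fluorescence (ex 480/em 540) after 30 min, with pre-read for autofluorescence.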
A-T KAP1 phos = candidate therapy for ataxia-telangiectasia; Potency, µM (series often up to 57.5 µM), for the others: at the highest dose activation, most hits filed as activators; 320,000 tested, 0.19% active; […] A-T fibroblasts, KAP-1 phosphorylation AlphaLISA; neocarzinostatin DNA damage 30 min before lysis; AID 485349; also: potency is read from the fitted curve at half-maximal effect; % of control where 0% means no effect; nearly all actives have a fitted effect of over 45% in size
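hTERT-immortalized A-T patient fibroblasts ([…]), 500 cells/well in OPTI-MEM, 1% FBS, got compounds for 60 min, then NCS for 30 min at 37C. Lysates were then assayed for phospho-KAP-1 by AlphaLISA (anti-pKAP1 donor, anti-KAP1 acceptor beads), 6 hr at 25C.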
p53 reactivation = mutant p53 re-activation in reporter cells | Potency, µM (top dose mostly 92.2 µM), without a hit: at the highest dose activity change, positive = activation, actives largely listed as activators | H1299 p53-A138V BP100-luciferase reporter, luminescence, 24 h | 320,000 tested, 0.063% active; also: potency is read from the fitted curve at half-maximal effect; % of control where 0% means no effect; nearly all actives have a fitted effect of over 45% in size
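H1299 (p53-null), stable ts p53-A138V + BP100-Luc; 1000 cells/well, Opti-MEM/10% FBS; cpd 4 pt, 1:5; 24 h, 37 deg C, 5% CO2; detection reagent 10 min RT; luminescence.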
TRPV1 agonist = agonists of human vanilloid receptor 1 (TRPV1) | Q8NER1 | TRPV1-expressing cells, Fluo-8 calcium influx, agonist mode | activation, % at 8.33 µM | 320,000 tested, 0.19% active | AID 540275; in the data active = activation above about 80%; inconclusive = between about 30% and that limit; also: 0% is about no effect
Target sequence (Q8NER1 whole entry, looked up): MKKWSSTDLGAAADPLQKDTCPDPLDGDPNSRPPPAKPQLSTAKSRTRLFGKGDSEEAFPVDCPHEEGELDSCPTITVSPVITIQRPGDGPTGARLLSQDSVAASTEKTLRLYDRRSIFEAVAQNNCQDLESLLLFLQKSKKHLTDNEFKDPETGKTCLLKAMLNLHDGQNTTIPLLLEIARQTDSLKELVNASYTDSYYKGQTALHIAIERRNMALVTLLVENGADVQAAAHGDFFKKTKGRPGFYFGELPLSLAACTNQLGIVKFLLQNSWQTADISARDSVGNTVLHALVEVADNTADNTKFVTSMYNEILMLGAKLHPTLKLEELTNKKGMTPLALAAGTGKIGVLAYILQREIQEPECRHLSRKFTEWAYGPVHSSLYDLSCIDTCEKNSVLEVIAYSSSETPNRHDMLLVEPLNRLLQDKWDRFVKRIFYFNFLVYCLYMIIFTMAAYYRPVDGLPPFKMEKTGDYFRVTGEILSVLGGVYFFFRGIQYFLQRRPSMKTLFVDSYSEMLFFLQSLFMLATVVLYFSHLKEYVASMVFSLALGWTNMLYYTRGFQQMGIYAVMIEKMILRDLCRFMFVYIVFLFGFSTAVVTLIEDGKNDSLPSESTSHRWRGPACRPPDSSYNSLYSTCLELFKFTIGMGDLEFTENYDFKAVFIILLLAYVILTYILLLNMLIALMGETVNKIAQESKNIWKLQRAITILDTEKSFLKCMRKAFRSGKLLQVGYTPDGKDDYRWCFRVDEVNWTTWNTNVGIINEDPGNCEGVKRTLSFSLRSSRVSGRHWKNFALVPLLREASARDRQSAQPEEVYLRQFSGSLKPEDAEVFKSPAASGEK
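TRPV1-expressing cells were cultured overnight at 35.5C and loaded with Fluo-8 calcium dye for 40 to 90 min at room temperature. After a 10 s baseline, compound was added and calcium influx was read kinetically for 3 min (ex 480/em 520 nm).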
TCR activator = activators of T cell receptors. primary human leukocytes, anti-CD3, IL-2 HTRF, 48 h. Potency, µM (doses to about 9.22 µM), without a hit: at the top dose activation of IL-2 secretion, actives largely listed as activators. 330,000 tested, under 10 active; also: % of control where 0% means no effect
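IL-2 release read by HTRF sandwich (Eu cryptate donor, d2 acceptor, 665 nm emission) after 48 hr exposure of primary human leukocytes to compound together with anti-CD3 beads in the absence of co-stimulatory signals.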
B2AR arrestin = agonists driving beta-arrestin recruitment to human beta2-adrenergic receptor | beta-arrestin recruitment to beta2AR, cell-based reporter | Potency, µM (doses to about 46.1 µM), without a hit: top-dose activation, most hits filed as activators | P07550 | 330,000 tested, 0.02% active;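 also: potency is read from the fitted curve at half-maximal effect; 0% = DMSO controls and full agonism = EC100 isoproterenol or metaproterenol; nearly all actives have a fitted effect of over 65% in size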
BRCA1 expr act = activators of BRCA1 expression. 380,000 tested, 1.1% active. Potency, µM (series often up to 46.1 µM), inactives show top-dose activation, usual class: activators. AID 624202. MCF7-BRCA1-FFLuc reporter, luminescence, 48 h; response scale: scaled: vehicle 0%, 10 µM genistein 100%; also: potency is read from the fitted curve at half-maximal effect; nearly all actives have a fitted effect of over 80% in size; some results filed as inactive show a strong effect at the top dose
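Compounds are tested at multiple concentrations on MCF7 BRCA1-luciferase reporter cells seeded at 2000 per well; after 48 h, a single luminescence end-point is taken and curves fitted to the normalized data.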
* marks the source's active call; other numbers are inactive results; u = inconclusive; x = no result given; [ ] = another dose, or the depositor's remark. Unless noted, calls follow the shape of the dose curve; as a rule, active = well fitted curve in the direction sought with a large enough effect; inconclusive = small, poorly fitted or top-dose-only effect, or another doubt; inactive = no such curve, though single readings can be large; an effect the other way counts as inactive or inconclusive.

1: OCC#CCSc1nnc(-c2ccc(Br)cc2)o1
2: O=c1cc(C=NNc2ccccc2)[nH]c(=O)[nH]1
3: NC(=O)c1cc(-c2cccnc2)nc2ccc(Br)cc12
4: COc1cc2c(cc1OC)C1=C(C#N)CCC(=NC(=O)c3ccc(Cl)cc3)N1CC2
5: COc1ccc(CCNC(=O)c2cccc(NC(=O)CC3SC(N4CCCCC4)=NC3=O)c2)cc1OC (stereo unspecified)
6: Cc1ccc(-n2ncc3c(N4CCC5(CC4)OCCO5)ncnc32)c(C)c1
entry no.	1	2	3	4	5	6
CXXC DNA block	5%	x	u	5%	24%	-2%
p53 reactivation	2%	x	3%	-2%	-3%	-2%
Integrin act MD	-9%	21%	u	-26%	-9%	6%
B2AR arrestin	-0.8%	x	-0.8%	0.3%	-0.6%	-0.7%
PTAP TSG101 blk	-5%	-2%	-5%	-3%	1%	-5%
A-T KAP1 phos	0%	x	-3%	-4%	6%	8%
ELG1 DNA repair	u	x	0%	13%	u	u
BRCA1 expr act	51%	4%	26%	-16%	-11%	3%
TRPV1 agonist	8	x	-4	-1	1	2
TCR activator	3%	5%	-2%	-6%	-6%	5%

Along the list, quoted from above:
Entries 1 to 6 in Integrin act MD read -9%, 21%, u, -26%, -9%, 6%
Entries 1 to 6 in TRPV1 agonist read 8, x, -4, -1, 1, 2

Part of the list above, set out differently.
(3) NC(=O)c1cc(-c2cccnc2)nc2ccc(Br)cc12
  CXXC DNA block: u
  p53 reactivation: 3%
  Integrin act MD: u
  B2AR arrestin: -0.8%
  PTAP TSG101 blk: -5%
  A-T KAP1 phos: -3%
  ELG1 DNA repair: 0%
  BRCA1 expr act: 26%
  TRPV1 agonist: -4
  TCR activator: -2%
(4) COc1cc2c(cc1OC)C1=C(C#N)CCC(=NC(=O)c3ccc(Cl)cc3)N1CC2
  CXXC DNA block: 5%
  p53 reactivation: -2%
  Integrin act MD: -26%
  B2AR arrestin: 0.3%
  PTAP TSG101 blk: -3%
  A-T KAP1 phos: -4%
  ELG1 DNA repair: 13%
  BRCA1 expr act: -16%
  TRPV1 agonist: -1
  TCR activator: -6%
(5) COc1ccc(CCNC(=O)c2cccc(NC(=O)CC3SC(N4CCCCC4)=NC3=O)c2)cc1OC (stereo unspecified)
  CXXC DNA block: 24%
  p53 reactivation: -3%
  Integrin act MD: -9%
  B2AR arrestin: -0.6%
  PTAP TSG101 blk: 1%
  A-T KAP1 phos: 6%
  ELG1 DNA repair: u
  BRCA1 expr act: -11%
  TRPV1 agonist: 1
  TCR activator: -6%

Other structures
7: c1ccc(-c2nn3c(Cn4cnc5ccccc54)nnc3s2)cc1
8: CCOC(=O)CCSc1n[nH]c(=S)s1
9: CCOc1ccc(-n2c(C)c(C(C)=O)c3cc(OCC(N)=O)ccc32)cc1
10: CCCCn1c(N)c(N(CC(C)C)C(=O)c2ccco2)c(=O)[nH]c1=O
11: COc1cc(CNc2ccc(N3CCOCC3)c(C(=O)O)c2)ccc1OCC(N)=O
12: CC1CCN(C(=O)COC(=O)CCC(=O)c2ccc(Cl)cc2)CC1
entry no.	7	8	9	10	11	12
CXXC DNA block	-19%	-9%	5%	x	-3%	x
p53 reactivation	-14%	-1%	-2%	5%	18%	-1%
Integrin act MD	-15%	-53%[inhibitor]	17%	41%	15%	20%
B2AR arrestin	0.0%	-0.7%	0.5%	-1.8%	0.1%	3.7%
PTAP TSG101 blk	-10%	-3%	2%	1%	-4%	0%
A-T KAP1 phos	0%	-2%	0%	-2%	3%	5%
ELG1 DNA repair	10%	-7%	u	14%	u	0%
BRCA1 expr act	1%	-5%	-11%	6%	7%	7%
TRPV1 agonist	1	0	u	-1	1	x
TCR activator	-5%	-5%	-2%	9%	-2%	-2%

13: CCNC(=S)NNC(=O)Cn1nc(C)cc1C
14: CCOC(=O)C1(Cc2cccc(OC)c2)CCN(Cc2cccn2-c2nccs2)CC1
15: Cc1ccc(-c2nc3ncccc3o2)cc1NC(=O)c1ccco1
16: CCOC(=O)C(CC)Sc1nc2c(cnn2-c2ccccc2)c(=O)[nH]1 (stereo unspecified)
17: CSCC[C@H](NC(=O)OC(C)(C)C)C(=O)N/N=C/c1c(C)[nH]c(=O)[nH]c1=O
18: Cc1cccc(/N=C/c2c(O)c3ccccc3oc2=O)n1
entry no.	13	14	15	16	17	18
CXXC DNA block	-19%	2%	x	-3%	-8%	11%
p53 reactivation	8%	-1%	x	-4%	-13%	0%
Integrin act MD	-1%	-17%	-1%	14%	3%	-2%
B2AR arrestin	0.3%	-0.6%	x	-0.4%	0.1%	-0.1%
PTAP TSG101 blk	-11%	-13%	-1%	-2%	-2%	-2%
A-T KAP1 phos	6%	1%	x	4%	0%	1%
ELG1 DNA repair	-7%	u	x	-7%	10%	-9%
BRCA1 expr act	2%	-22%	0%	-24%	3%	-35%
TRPV1 agonist	-5	5	x	-2	4	3
TCR activator	-2%	x	-12%	-1%	-5%	4%

19: Nc1nc(-c2ccco2)cs1
20: COc1ccc(C(C(=O)NC2CCCC2)N(Cc2ccccc2)C(=O)CNC(=O)c2ccco2)cc1 (stereo unspecified)
21: Cc1ccc(-c2nc3cccnc3s2)cc1NC(=O)C1c2ccccc2Oc2ccccc21
22: C=C(C)n1c(=O)n(Cc2ccccc2C)c2ccccc21
23: COc1ccc(C(=O)NC(=S)Nc2ccc(N3CCCC3)cc2)cc1
24: O=C(CSc1nnc(Nc2ccccc2)s1)NN1C(=O)NC2(CCCCC2)C1=O
entry no.	19	20	21	22	23	24
CXXC DNA block	-2%	10%	45%[activator]	-17%	9%	8%
p53 reactivation	4%	-1%	26%	-5%	0%	-7%
Integrin act MD	-5%	6%	1%	u	17%	29%
B2AR arrestin	0.2%	-0.2%	-1.9%	0.4%	-0.2%	-0.3%
PTAP TSG101 blk	-6%	-2%	1%	-2%	-2%	-2%
A-T KAP1 phos	7%	-3%	9%	11µM*	-1%	-8%
ELG1 DNA repair	u	-1%	u	12%	u	0%
BRCA1 expr act	31%	-21%	-21%	-2%	-26%	2%
TRPV1 agonist	6	18	-3	-1	0	-1
TCR activator	4%	-1%	7%	-21%	-4%	-1%[46.1 µM]

25: CC1CCCC(C)N1C(=O)c1cc(F)c(F)cc1Cl (stereo unspecified)
26: CC1(C)C(=O)NCCN1C(=O)CC1C(=O)NCCN1Cc1cccc(C(F)(F)F)c1 (stereo unspecified)
27: COc1ccccc1-c1n[nH]c(=S)n1-c1ccccc1
28: Cc1ccc(CNC(=O)C2C3C=CC4(CN(Cc5cccnc5)C(=O)C24)O3)cc1 (stereo unspecified)
29: CCN(CC(=O)NCc1cccs1)S(=O)(=O)c1c(F)cccc1F
30: COc1cc(CCC(=O)NCC2CCCO2)cc(OC)c1OC (stereo unspecified)
entry no.	25	26	27	28	29	30
CXXC DNA block	-3%	6%	-7%	-5%	x	10%
p53 reactivation	-3%	4%	u	-3%	-6%	-14%
Integrin act MD	16%	-21%	-11%	-16%	0%	12%
B2AR arrestin	-0.3%	-1.0%	0.1%	0.0%	-0.1%	-0.8%
PTAP TSG101 blk	-2%	-2%	-1%	-5%	-2%	-3%
A-T KAP1 phos	-6%	2%	x	10%	5%	2%
ELG1 DNA repair	3%	7%	9%	9%	14%	3%
BRCA1 expr act	-12%	-9%	-41%	0%	-6%	2%
TRPV1 agonist	4	3	2	-2	0	-5
TCR activator	9%	2%	-23%	2%	-1%	0%

31: O=C1CC(c2ccccc2Cl)c2c(sc3c(=O)[nH]c(CCl)nc23)N1 (stereo unspecified)
32: CC[C@H](C)C(C(=O)N1CCN(C(=O)OC(C)(C)C)CC1)n1cc(C(CC(C)C)NC(=O)OC(C)(C)C)nn1 (stereo partly specified)
33: COc1ccc(OC)c(NS(=O)(=O)c2cccs2)c1
34: COc1cc(NC(=O)CN2CCCCC2C)c(C)cc1[N+](=O)[O-] (stereo unspecified)
35: Cc1ccc(C)c(N2CCN(CC3CCCCC3)CC2)c1
36: COc1ccc(CC(=O)OCC(=O)NC(=O)NC2CCCC2)cc1
entry no.	31	32	33	34	35	36
CXXC DNA block	1%	-5%	-4%	34%[activator]	11%	x
p53 reactivation	-3%	1%	-3%	-10%	8%	6%
Integrin act MD	x	7%	-2%	5%	-37%	18%
B2AR arrestin	0.1%	-0.3%	-0.2%	-0.8%	0.4%	-0.6%
PTAP TSG101 blk	x	-2%	-8%	-3%	1%	-1%
A-T KAP1 phos	-1%	7%	2%	2%	6%	-3%
ELG1 DNA repair	u	u	-1%	5%	-8%	-1%
BRCA1 expr act	x	3%	-2%	-4%	-12%	-6%
TRPV1 agonist	-1	2	2	6	22	11
TCR activator	x	-2%	-2%[46.1 µM]	-7%[46.1 µM]	-9%	-4%

Screens deposited in PubChem BioAssay by National Center for Advancing Translational Sciences (NCATS).
